Compound activity as filed in PubChem BioAssay.
PKA-R1A act – PKA-R1A complex activation; PKA-R1A dissociation, Cy5-IP20 fluorescence polarization; scaled: DMSO 0%, 113 µM cGMP 100%; activation, % at 11.4 µM; actives 0.083% (n = 340,000); AID 504707;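 active = percent activation above the mean of all tested compounds plus 3 SD, cut at about 19% in these data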;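 also: higher means more PKAc released from R1A so a rise in polarization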
AddAB inh – less growth of phage-infected E. coli with AddAB | actives 0.29% (n = 330,000) | inhibition, % at 11.9 µM | AID 435030 | E. coli expressing H. pylori AddAB, absorbance growth; in the data active = inhibition above about 12%;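 also: 0% = vehicle wells of infected cells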
HTR5A inv ctr – counter-screen for OPRM1-OPRD1 inverse agonists: human HTR5A inverse agonism; P47898; HTR5A cell line, luminescence; inhibition, % at 9.3 µM; actives 0.083% (n = 340,000); in the data active = inhibition mostly above about 23%, no sharp cut-off; inactive = mostly below about 18%;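 also: 0% = cells with DMSO and 100% = no-cell wells with DMSO; some compounds called inactive have numbers as strong as hits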
Target sequence (P47898 whole entry, looked up): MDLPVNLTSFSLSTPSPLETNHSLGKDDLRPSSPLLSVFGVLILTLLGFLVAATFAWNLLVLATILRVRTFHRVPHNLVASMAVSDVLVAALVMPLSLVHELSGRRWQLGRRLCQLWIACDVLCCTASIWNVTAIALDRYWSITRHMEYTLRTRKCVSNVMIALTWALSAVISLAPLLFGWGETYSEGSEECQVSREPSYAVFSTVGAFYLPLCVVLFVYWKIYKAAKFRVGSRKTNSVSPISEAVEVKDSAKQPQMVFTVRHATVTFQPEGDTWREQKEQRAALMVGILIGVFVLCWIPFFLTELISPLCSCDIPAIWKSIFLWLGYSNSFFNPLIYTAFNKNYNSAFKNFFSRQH
Tat export inh – inhibitors of E. coli Tat protein transport | E. coli MC4100 TorA-mCherry Tat export, fluorescence | actives 0.036% (n = 340,000) | inhibition, % at 10 µM | AID 488895;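 active = mean replicate inhibition at least 50% and at least half of replicates individually reaching 50%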;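 also: exported cargo escapes ClpAP degradation while cytoplasmic cargo is degraded and loses fluorescence; 0% = median of neutral control wells and 100% = median of NaSCN control wells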
DAGLB inh – blocks human DAGLB lipase activity; HEK293T DAGLB membrane lysate, EnzChek fluorogenic substrate; inhibition, % at 5.17 µM; actives 0.059% (n = 340,000); in the data active = inhibition above about 34%;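 also: 0% = enzyme with vehicle and 100% = wells lacking enzyme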
phage Ecoli inh – E. coli growth loss with phage present; growth absorbance; inhibition, % at 11.9 µM; actives 0.26% (n = 360,000); AID 651602; in the data active = inhibition above about 11%
HTR5A ag – counter-screen for OPRM1-OPRD1 agonists: human HTR5A agonism; actives 0.61% (n = 340,000); HTR5A agonist assay, luminescence, cell-based; P47898; activation, % at 9.3 µM; in the data active = activation mostly above about 9.5%, no sharp cut-off; inactive = mostly below about 7.6%;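 also: 0% = cells with vehicle only and 100% = reference agonist; strong numbers were not always called active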
E coli growth – bacterial growth inhibition, counter-screen for AddAB inhibitors | inhibition, % at 11.9 µM | E. coli V3065 growth, OD600 absorbance, 18 h | actives 0.27% (n = 330,000);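 active = inhibition above the campaign's mean inhibition across all tested compounds plus 3 SD, cut at about 9.9% in these data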;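 also: uninfected addAB+ strain grown without phage in ampicillin broth; 0% = DMSO wells and 100% = ciprofloxacin 0.95 µg/ml wells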
SUMO Mot1 rescue – inhibitors of SUMOylation pathway: yeast Mot1-301 growth rescue; S. cerevisiae Mot1-301 growth rescue, ATP luminescence, 38.5C; percent above DMSO median, 100 means doubled; growth rescue, % at 18.8 µM; actives 1% (n = 320,000);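 active = every valid replicate shows activation above 250% relative to neutral control wells; inactive = the rest, any valid replicate at or below 250%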;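 also: OY570 slx delta 5 strain wells were the positive control but not used for scaling; some compounds called inactive have numbers as strong as hits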
CDK5 p35 inh – inhibitors of human CDK5/p35 kinase | Q00535+Q15078 | Recombinant CDK5/p35, ADP-Glo luminescence, 60 min | inhibition, % at 10 µM | actives 0.01% (n = 330,000) | AID 488839;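 active = highest replicate inhibition of at least 50% and at least 75% of replicates reaching 50%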;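 also: plate controls were DMSO neutral control for no effect and GW8510 at 10 µM for full effect; many of its hits are not listed in these tables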
PKA-R2B act – activates the human PKA-R2B holoenzyme complex | P22694+P31323 | PKA-R2B holoenzyme dissociation, Cy5-IP20 fluorescence polarization; R2B truncated from residue 108, S112A mutant; 0% DMSO only, 100% 113 µM cGMP | activation, % at 11.4 µM | actives 0.079% (n = 340,000);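 active = activation above a cutoff set at the mean over all compounds plus 3 SD, cut at about 18% in these data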;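 also: higher means more holoenzyme dissociation and a rise in polarization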
Target sequence (P31323 whole entry, looked up, other chains not shown, the tested form may be a part): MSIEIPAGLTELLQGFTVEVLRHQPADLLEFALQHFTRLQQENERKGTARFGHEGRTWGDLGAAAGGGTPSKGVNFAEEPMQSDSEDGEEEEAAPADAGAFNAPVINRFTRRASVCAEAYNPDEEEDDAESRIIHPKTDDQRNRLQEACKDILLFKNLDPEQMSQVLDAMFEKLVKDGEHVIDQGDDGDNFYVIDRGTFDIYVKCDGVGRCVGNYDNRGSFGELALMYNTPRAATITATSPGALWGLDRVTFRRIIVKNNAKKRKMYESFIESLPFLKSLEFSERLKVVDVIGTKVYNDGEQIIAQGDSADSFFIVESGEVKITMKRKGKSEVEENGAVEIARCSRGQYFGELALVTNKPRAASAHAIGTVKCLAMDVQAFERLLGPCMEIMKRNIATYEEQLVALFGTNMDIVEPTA
An asterisk follows results filed as active; nt = no result given.

SMILES	PKA-R1A act	AddAB inh	HTR5A inv ctr	Tat export inh	DAGLB inh	phage Ecoli inh	HTR5A ag	E coli growth	SUMO Mot1 rescue	CDK5 p35 inh	PKA-R2B act
COc1ccc(C(=O)N(Cc2ccccc2)c2cccc(C)c2)cc1S(=O)(=O)N1CCOCC1	0	0.5	5	-1	1	-0.8	-2	0.5	-2	0.7	-2
CCCCCn1c(=O)[nH]c2cc(C(=O)N3CCN(c4ccc(F)cc4)CC3)ccc2c1=O	11	nt	-16	2	-1	-2.0	-1	nt	nt	1.4	-8
COc1ccc(C2CC(=O)c3c(C)nc(N4CCN(Cc5ccccc5)CC4)nc3C2)cc1OC (stereo not drawn)	-5	1.1	-22	5	-6	0.0	7	0.4	7	0.0	-12
COCCCNCCCOc1ccc(C)cc1Br	-5	4.6	32	-9	-2	4.7	-1	2.7	14	0.2	-1
COc1cccc(NC(=O)CN(C)C(=O)CCc2nc3sc4c(c3c(=O)[nH]2)CCCC4)c1	-12	-0.3	3	-3	-2	2.1	2	-1.1	-17	-1.1	0
CCCOC1CCCN(C(=O)CCc2nnc(Cc3cccc(C)c3)o2)C1 (stereo not drawn)	4	2.6	5	-3	-1	3.3	-2	-1.4	-14	-0.1	-1
CCC(C)C(NC(=O)c1ccccc1NC(=O)c1ccc(OC)cc1)C(=O)NCc1ccco1 (stereo not drawn)	-3	-0.2	-12	3	1	0.6	-2	-4.2	3	0.7	7
Cc1cc(NC(=O)C2CC(=O)N(c3ccccc3C)C2)no1 (stereo not drawn)	0	3.3	4	2	0	1.8	-2	2.0	219	-2.3	-8
NC(=O)C1CCN(CC(=O)NCc2ccccc2)CC1	-6	-0.7	2	-2	-4	3.4	-3	-0.6	0	-1.0	2
CC12CN3CC(C)(CN(C1)C3c1ccc([N+](=O)[O-])o1)C2 (stereo not drawn)	-8	6.5	-10	7	0	-0.8	3	2.6	-49	9.5	-10
CN(Cc1ccccc1)C(=O)c1ccc(Cl)c([N+](=O)[O-])c1	-13	0.9	8	11	-6	2.5	-3	0.5	-18	0.7	1
O=C(NC1CCCCCC1)c1cccnc1Sc1ccccc1	-4	1.7	8	1	-2	4.0	-3	0.0	-4	1.4	-3
COc1ccc(CNC(=O)c2cc(C3CC3)nc3c2cnn3C(C)C)cc1OC	3	-0.9	-8	3	-5	4.7	-4	-1.6	20	0.3	-2
COc1ccc(N/C=C(\C#N)c2nc3ccccc3n2C)c(OC)c1	1	-0.5	-18	-2	-2	-0.2	3	-1.1	0	0.2	4
Cc1ccc(NC(=O)Cn2c([N+](=O)[O-])cnc2C)cc1	-6	11	6	9	-1	2.9	-1	3.9	-26	-3.5	-3
COc1ccc(S(=O)(=O)N2CCN(C(=O)c3cc(-c4ccc(Br)cc4)n[nH]3)CC2)cc1OC	2	-0.3	-15	7	1	4.7	1	-5.8	16	-0.9	-14
Nc1nc(-c2ccc(Cl)cc2)c(S(=O)(=O)c2ccccc2)s1	-13	3.5	-4	6	4	2.0	1	-3.6	31	-1.0	-1
COc1cc(C)nc(Oc2ccc(OCc3ccccc3)nn2)n1	3	-0.6	-7	-2	2	-1.1	4	-0.6	98	1.4	1
O=C(NCCN1CCOCC1)c1c(O)nc2ccccn2c1=O	-4	4.4	3	-5	-3	-0.2	2	-2.5	20	-2.3	2
COC(=O)C1=C(C)NC(C)=C(C(=O)OC)C1/C=C/c1ccccc1	-9	-1.4	0	0	-4	1.2	1	-1.7	-8	0.6	-7

Some of these compounds in order of the Tat export inh value, high to low:
structure	PKA-R1A act	AddAB inh	Tat export inh	DAGLB inh	phage Ecoli inh	SUMO Mot1 rescue	CDK5 p35 inh	PKA-R2B act
CN(Cc1ccccc1)C(=O)c1ccc(Cl)c([N+](=O)[O-])c1	-13	0.9	11	-6	2.5	-18	0.7	1
Cc1ccc(NC(=O)Cn2c([N+](=O)[O-])cnc2C)cc1	-6	11	9	-1	2.9	-26	-3.5	-3
Nc1nc(-c2ccc(Cl)cc2)c(S(=O)(=O)c2ccccc2)s1	-13	3.5	6	4	2.0	31	-1.0	-1
O=C(NCCN1CCOCC1)c1c(O)nc2ccccn2c1=O	-4	4.4	-5	-3	-0.2	20	-2.3	2

Other structures
SMILES	PKA-R1A act	AddAB inh	HTR5A inv ctr	Tat export inh	DAGLB inh	phage Ecoli inh	HTR5A ag	E coli growth	SUMO Mot1 rescue	CDK5 p35 inh	PKA-R2B act
Cc1nc(-c2cc(C#N)c(Sc3ccc(Cl)cc3Cl)nc2C)cs1	2	0.4	2	-5	-3	3.9	-6	1.8	1	-0.5	-1
NC(=O)C1CCN(C(=O)c2cccc(S(=O)(=O)N3CCCC3)c2)CC1	1	nt	10	-3	-1	1.0	-4	nt	nt	-3.9	2
COc1ccc(CCNC(=O)COc2ccc(S(=O)(=O)NC(C)C)cc2Cl)cc1OC	-9	1.3	-27	-1	0	nt	3	2.0	-10	-0.4	-10
Cc1ccc2[nH]c(=O)c(COC(=O)C3CCCO3)cc2c1 (stereo not drawn)	0	1.2	5	6	-5	1.7	-2	-0.1	57	0.5	-14
O=C(Nc1ccccc1NC(=O)c1c(F)cccc1F)c1c(F)cccc1F	-4	1.1	6	-3	-3	0.6	-2	-5.2	4	0.6	1
Fc1ccccc1-c1ccc(/C=N/Nc2nc3ccccc3[nH]2)o1	-1	-3.1	-18	2	0	0.6	3	-0.9	17	1.9	-13
N#C/C(=C/c1ccc([N+](=O)[O-])cc1)C(=O)Nc1ccccc1O	-1	-0.8	-5	2	0	2.1	2	-2.2	47	1.3	-13
COc1cccc(-c2nc(NCC3CCCO3)c3ccccc3n2)c1O (stereo not drawn)	-3	1.2	9	5	1	-0.2	2	1.9	-5	1.9	5
COCCCNC(=O)/C=C1\Sc2ccccc2N(Cc2ccccc2F)C1=O	-9	3.2	-2	-3	-1	1.0	1	-0.7	16	-0.1	9
COc1cccc(C2=NNC(=NCc3ccccc3)SC2)c1	3	1.8	5	6	-2	1.8	-2	-1.0	-15	-0.5	3
Cc1ccc(NC(=O)C(C)NS(=O)(=O)c2ccc(F)cc2)cc1C (stereo not drawn)	-3	2.2	11	5	1	2.0	-4	1.6	-21	-0.3	12
CCN(CC)C(=O)CSc1nnc(-c2cc(OC)cc(OC)c2)o1	-8	0.0	9	8	-1	3.3	-3	1.4	1	0.4	-8
CC(=O)CC1(O)C(=O)N(CN2CCN(c3ccccc3)CC2)c2ccccc21 (stereo not drawn)	-8	1.8	-29	-5	2	-0.8	-5	0.6	-2	-1.4	-3
O=C1c2ccccc2C(=O)c2c1ccc1c(=O)n(-c3ccccc3)[nH]c21	-3	-0.3	-11	-2	0	-1.2	4	0.7	nt	0.8	-4
CCN(C(=O)COC(=O)/C=C/c1c(C)nn(Cc2ccc(C)cc2)c1C)C1CCS(=O)(=O)C1 (stereo not drawn)	2	0.3	-3	13	-3	3.5	1	-3.9	12	-1.0	3
O=C1C=CC(=O)N1c1ccc2ccccc2c1	11	nt	-13	-9	3	-0.9	3	nt	nt	4.5	7
Cc1cnc(NC(=O)c2ccc(-c3ccc([N+](=O)[O-])cc3)o2)s1	-10	-0.2	1	6	3	2.9	0	-1.2	-4	-1.8	-8
NC(=O)Nc1ccc(Nc2ccccc2)cc1	-12	1.2	-1	21	5	0.1	0	-0.9	12	-0.4	1
CCCn1c(N)c(C(=O)CSc2ncn[nH]2)c(=O)n(C)c1=O	-8	1.9	-30	9	-1	0.7	8	-0.2	-4	0.2	-9
COc1ccc(Cc2nnc(NC(=O)c3ccco3)s2)cc1OC	4	0.2	5	-11	0	2.5	4	0.3	-4	1.1	-5
CCOc1ccccc1N(CC(=O)NC1CCCC1)S(=O)(=O)c1ccc(C)cc1	-5	4.9	-1	0	-3	-0.5	3	-0.4	-33	6.5	-3
CN(Cc1cccc(C(F)(F)F)c1)Cc1nc(-c2cnccn2)no1	-16	5.4	-9	35	0	2.2	3	0.0	-6	-5.3	-15
CCC1CCCCN1C(=O)c1cc(-c2ccc(Cl)c(Cl)c2)on1 (stereo not drawn)	-3	-0.9	-30	11	-7	3.1	-4	0.2	-4	0.1	-14
CC(C)=C1Cc2ccccc2C1=O	-12	2.4	2	3	1	2.6	4	0.2	-5	-4.0	-10
O=C(NCc1ccc(Cl)cc1)c1cccc2c1C(=O)N(CC1CCCO1)C2 (stereo not drawn)	-17	1.1	-28	4	0	2.4	9	-0.9	0	0.8	-8
CCOc1ccc(NS(=O)(=O)c2ccc(N)cc2)cc1	-2	2.4	-23	-4	-1	2.1	2	1.2	5	1.5	-4
CN1CCN(c2ccc(NC(=O)c3ccc(Cl)cc3Cl)cc2)CC1	4	0.5	2	1	0	-1.8	0	0.8	6	-0.4	0
CCOc1ccc(C2/C(=C(/O)c3ccc4c(c3)CC(C)O4)C(=O)C(=O)N2CC2CCCO2)cc1 (stereo not drawn)	0	nt	13	-3	3	2.0	1	nt	-5	0.9	6
COc1ccnc(Oc2ccccc2)c1-c1ncn[nH]1	-11	2.7	-3	-6	2	1.1	1	1.7	807	-0.5	-6
CCNC(=O)C12CCC(C)(C(=O)C1Br)C2(C)C (stereo not drawn)	8	4.7	-29	6	-1	2.8	-1	3.3	-9	0.8	-5
Cc1cc(NC(=O)c2ccc(S(=O)(=O)N(C)CC3CCCO3)cc2)no1 (stereo not drawn)	-1	6.4	1	-6	1	2.9	0	0.4	-5	-0.4	-2
COC(=O)c1cc(-c2ccc(S(=O)(=O)N3CCCCC3)cc2)c(C(F)(F)F)s1	-2	1.3	-3	13	-13	2.2	1	0.6	-10	-2.6	-9
COc1ccc(/C=N/Nc2cc(C)nc(-n3nc(C)cc3C)n2)cc1	4	2.2	-16	-1	-1	-1.2	2	-2.6	74	-0.9	6
Cc1cn(C2OC(COC(=O)c3ccccc3)C(O)C2Cl)c(=O)[nH]c1=O (stereo not drawn)	5	0.2	-12	3	3	5.4	0	3.0	-7	-0.1	11
Cc1sc2ncnc(SCC(=O)N3CCOCC3)c2c1C	-2	4.0	-23	5	-4	2.1	9	-0.7	7	-2.6	-1
Cc1nnc(SCC(=O)Nc2cccc(C(F)(F)F)c2)[nH]c1=O	-3	4.8	9	-3	2	2.0	-5	3.3	4	-2.3	0
COc1ccc(Br)cc1C1NC(=O)NC(C)=C1C(=O)N(C)C (stereo not drawn)	-6	1.6	13	-1	0	2.8	-4	-0.8	nt	1.4	0
COCCNC(=S)N1CCC(C(=O)c2ccc3c(c2)OCCO3)CC1	0	0.9	10	2	0	1.1	-3	-1.2	-6	0.3	-11
Cc1nc(NC(=O)CN2CCN(c3cccc(Cl)c3)CC2)sc1C(=O)N(C)C	-11	0.7	2	-3	2	0.0	-1	-1.6	4	0.0	3
CCc1ccccc1NS(=O)(=O)c1ccc2[nH]cc(C(=O)NC3CCCC3)c(=O)c2c1	-5	-1.5	17	0	2	2.4	3	0.7	20	0.8	4
Cc1ccc(C)c(CN2CCC(CNC(=O)CCc3nnc4ccc(N5CCCCC5)nn34)CC2)c1	-10	0.3	-9	1	1	-0.5	0	-1.1	-8	-0.4	-13

Compounds as they come; 2.3% or so of the library scored in one or more.
